Bioassay records from PubChem BioAssay.
HePTP inh: inhibitors of human HePTP phosphatase, primary screen, biochemical, absorbance, leukemia target; Tyrosine-protein phosphatase non-receptor type 7 (Homo sapiens), P35236; recombinant HePTP phosphatase activity, OD absorbance; inhibition, % at 20 µM; actives 0.64% (n = 110,000); AID 521, 2006; in the data active = inhibition above about 50%;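 also: plate controls were vehicle for no effect and reference inhibitor for full effect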
Target sequence (P35236 whole entry, looked up): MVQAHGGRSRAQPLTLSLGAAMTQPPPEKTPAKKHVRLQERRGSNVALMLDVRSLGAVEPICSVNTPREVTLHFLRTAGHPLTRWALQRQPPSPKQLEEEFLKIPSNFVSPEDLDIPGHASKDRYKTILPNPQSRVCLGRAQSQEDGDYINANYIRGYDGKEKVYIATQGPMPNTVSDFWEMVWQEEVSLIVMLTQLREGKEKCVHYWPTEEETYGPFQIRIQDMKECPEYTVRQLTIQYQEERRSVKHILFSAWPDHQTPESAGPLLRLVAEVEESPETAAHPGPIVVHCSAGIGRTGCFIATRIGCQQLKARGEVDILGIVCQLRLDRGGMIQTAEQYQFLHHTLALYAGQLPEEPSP
BAP1 inh: inhibitors of BAP1 deubiquitinase, primary screen, biochemical, Ub-AMC fluorescence, kinetic; Ubiquitin carboxyl-terminal hydrolase BAP1 (Homo sapiens), Q92560; activity remaining (% of control), % at 20 µM; actives 0.48% (n = 72,000); recombinant BAP1, Ub-AMC hydrolysis fluorescence kinetic; active compounds read low; AID 436, 2006;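 active = activity remaining at or below 50% of control, provided the compound also passes the data quality filters; inactive = the rest, including low values that fail the filters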;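 also: 100% = DMSO wells rate and 0% = substrate alone blank rate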
Target sequence (Q92560 whole entry, looked up): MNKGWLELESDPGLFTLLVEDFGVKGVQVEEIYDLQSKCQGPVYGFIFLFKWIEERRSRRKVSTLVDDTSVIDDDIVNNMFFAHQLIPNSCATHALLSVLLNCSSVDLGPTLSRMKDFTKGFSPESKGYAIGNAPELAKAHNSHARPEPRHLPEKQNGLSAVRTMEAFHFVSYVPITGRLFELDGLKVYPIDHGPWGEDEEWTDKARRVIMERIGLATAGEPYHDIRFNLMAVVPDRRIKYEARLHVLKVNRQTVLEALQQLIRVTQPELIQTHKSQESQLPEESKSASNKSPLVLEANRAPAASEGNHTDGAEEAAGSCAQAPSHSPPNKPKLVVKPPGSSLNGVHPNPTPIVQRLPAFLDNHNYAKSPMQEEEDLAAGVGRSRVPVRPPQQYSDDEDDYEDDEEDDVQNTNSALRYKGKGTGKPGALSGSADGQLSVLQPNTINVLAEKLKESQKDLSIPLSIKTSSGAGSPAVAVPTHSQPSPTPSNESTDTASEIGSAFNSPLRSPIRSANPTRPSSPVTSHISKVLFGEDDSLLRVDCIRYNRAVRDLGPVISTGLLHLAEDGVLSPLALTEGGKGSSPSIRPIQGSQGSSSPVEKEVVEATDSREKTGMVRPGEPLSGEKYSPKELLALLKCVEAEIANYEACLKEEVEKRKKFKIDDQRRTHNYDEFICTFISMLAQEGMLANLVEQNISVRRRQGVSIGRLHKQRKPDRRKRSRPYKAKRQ
* marks the source's active call; other numbers are inactive results; / = not tested or not shown; & = joins results of further samples.

item	HePTP inh	BAP1 inh	Compound
1	-11	/	O=C(O)/C=C/C(=O)Nc1nc(-c2ccc3ccccc3c2)cs1
2	4	/	COC(=O)c1ccc(/C=C2\SC(=S)N(NC(=O)c3ccccc3C)C2=O)cc1
3	-15	/	COc1ccc(/C=C2\SC(=O)N(Cc3ccccc3)C2=O)cc1OC
4	-4	100	CCCN1CCN(CCCNC(=O)c2cc3c(=O)n(C)c4ccccc4c3n2C)CC1
5	8	/	C1CN(CC23CC4CCC(CC(C4)C2)C3)CCO1
6	2	/	CCC1(C)Cc2ccccc2-c2nc3n(c(=O)c21)CCCCC3 (stereo not drawn)
7	8	91	CCOC(=O)c1cnn2c(C(F)(F)F)cc(-c3ccccc3)nc12
8	4	99	COc1ccc(-c2cc(C(F)F)nc(-n3nc(C)cc3C)n2)cc1

The closing 4 entries of the section above open the next one:
item	HePTP inh	BAP1 inh	Compound
5	8	/	C1CN(CC23CC4CCC(CC(C4)C2)C3)CCO1
6	2	/	CCC1(C)Cc2ccccc2-c2nc3n(c(=O)c21)CCCCC3 (stereo not drawn)
7	8	91	CCOC(=O)c1cnn2c(C(F)(F)F)cc(-c3ccccc3)nc12
8	4	99	COc1ccc(-c2cc(C(F)F)nc(-n3nc(C)cc3C)n2)cc1
9	-1	117	O=C(NCc1cccc(CNC(=O)c2ccco2)c1)c1ccco1
10	10	68	CCCCOc1cccc(C(=O)N(Cc2ccco2)C2CCS(=O)(=O)C2)c1 (stereo not drawn)
11	-10	65	CCOC(=O)C1=C(C)N2C(=C(C#N)[C@@H]1c1ccc(C(=O)OC)cc1)SC[C@@]2(O)C(C)(C)C
12	-5	116	COC(=O)C1C2C=CC3(CN(C4CCCC4)C(=O)C13)O2 (stereo not drawn)
13	6	/	O=C(NCCc1ccccc1)C(=O)Nc1cccc(Cl)c1Cl
14	3	/	CCN(CC)C(=O)c1sc(NC(=O)CCCOc2ccc(Cl)cc2C)c(C(=O)OC)c1C
15	3	98	Cn1c(C(=O)NCc2ccc3c(c2)OCO3)cc2sccc21
16	8	83	Cn1c2ccccc2c2cnn(CC(=O)N3CCN(c4ncccn4)CC3)c(=O)c21
17	15	89	CC(C)CCN(C)C1CCN(S(=O)(=O)c2ccc(F)cc2)CC1
18	22	102	COc1ccccc1CNC(=O)C1CCCN(S(=O)(=O)c2cnc[nH]2)C1 (stereo not drawn)
19	-2	/	O=C(O)c1cccc(Nc2nc(-c3ccc(Br)cc3)cs2)c1
20	0	/	COc1cccc(-n2c(/C=C/c3c(C)n(C)c4ccccc34)nc3ccccc3c2=O)c1
21	6	/	O=[N+]([O-])c1cc(C(F)(F)F)ccc1N/N=C/c1ccc2c(c1)OCO2
22	8	110	CC1(C)CC(NS(=O)(=O)c2ccccc2)CC(C)(C)N1
23	3	93	CC1=CC(C)C(C(=O)O)C(C(=O)O)C1 (stereo not drawn)
24	-2	119	O=C(O)C1CCCCC1C(=O)NCCc1cccc(Cl)c1 (stereo not drawn)
25	5	/	COc1ccc(C2CC(=O)C3=C(C2)Nc2ccccc2NC3c2ccc(NC(C)=O)cc2)cc1OC (stereo not drawn)
26	4	/	COCCCNc1ncnc2ccc(Br)cc12
27	8	89	CCOC(=O)C1CCCN(C(=O)c2ccc3c(c2)OCO3)C1 (stereo not drawn)
28	1	/	CCOC(=O)C1=C(CC)NC2=C(C(=O)CC(C)(C)C2)C1c1ccc(Cl)cc1Cl (stereo not drawn)
29	6	/	O=C(Nc1ccc([N+](=O)[O-])cn1)C(c1ccccc1)c1ccccc1
30	2	/	O=C1c2[nH]nc(-c3ccccc3)c2C(c2ccc([N+](=O)[O-])cc2)N1c1ccccc1 (stereo not drawn)
31	3	108	O=C(NCCCN1CCCC1=O)c1ccc(CNS(=O)(=O)c2ccc(F)cc2)cc1
32	-2	86	CCOC(=O)N1CCC(c2cc(=O)n3[nH]c(-c4ccccc4)cc3n2)CC1

Of the compounds above, 4 contain a COOH group:
item	HePTP inh	BAP1 inh	Compound
1	-11	/	O=C(O)/C=C/C(=O)Nc1nc(-c2ccc3ccccc3c2)cs1
19	-2	/	O=C(O)c1cccc(Nc2nc(-c3ccc(Br)cc3)cs2)c1
23	3	93	CC1=CC(C)C(C(=O)O)C(C(=O)O)C1 (stereo not drawn)
24	-2	119	O=C(O)C1CCCCC1C(=O)NCCc1cccc(Cl)c1 (stereo not drawn)

Next entries:
item	HePTP inh	BAP1 inh	Compound
33	4	114	Cc1cc(C)nc(SCC(=O)Nc2ccc(N3CCOCC3)c(Cl)c2)n1
34	2	91	COCCN(CCOC)Cc1cc(=O)oc2cc3c(cc12)CCC3
35	6	86	CCOc1ccccc1C1C(C(=O)Nc2ccc(OC)cc2)=C(C)Nc2nc(CCCO)nn21 (stereo not drawn)
36	3	90	COc1ccc(Cl)cc1C(=O)N(Cc1nc(-c2cccc(C)c2)no1)C(C)C
37	7	/	COc1ccc2[nH]c3c(c2c1)CCn1c-3nc2scc(-c3ccccc3)c2c1=O
38	/	93	O=C(Nc1cc(C(F)(F)F)ccc1Cl)C1CCN(c2nnc(-n3cccc3)s2)CC1
39	7	91	CCCC(=O)NC(C)c1nc2ccccc2n1C (stereo not drawn)
40	-2	95	CN(C)c1ccc(CN(C(=O)C2COc3ccccc3O2)C2CCS(=O)(=O)C2)cc1 (stereo not drawn)

In a second layout: results already given.
entry	SMILES	HePTP inh	BAP1 inh
34	COCCN(CCOC)Cc1cc(=O)oc2cc3c(cc12)CCC3	2	91
35	CCOc1ccccc1C1C(C(=O)Nc2ccc(OC)cc2)=C(C)Nc2nc(CCCO)nn21 (stereo not drawn)	6	86

Next part.
item	HePTP inh	BAP1 inh	Compound
41	-1	/	O=C(O)CSCc1cccc([N+](=O)[O-])c1
42	4	/	O=C(Cn1c(NCCCO)nc2ccccc21)c1ccc([N+](=O)[O-])cc1
43	-8	/	COc1cc(C2/C(=C(\O)c3ccccc3)C(=O)C(=O)N2CCCCCC(=O)O)ccc1O (stereo not drawn)
44	1	149	CCn1c(SCC(=O)c2c[nH]c3ccccc23)nnc1-c1cccs1
45	-8	/	O=C(CCN1C(=O)c2ccccc2C1=O)N1CCN(Cc2ccc(Cl)cc2)CC1
46	2	108	CCN(CC(=O)Nc1cccc(OC)c1)C(=O)C1CCN(C(=O)Nc2ccccc2)CC1
47	4	80	Cc1ccc2[nH]c(=O)c(-c3nc4cc(C)ccn4c3NCc3ccco3)cc2c1
48	5	89	CC(C)COc1ccc(-c2nnc(-c3ccco3)o2)cc1

Some of these compounds in order of the HePTP inh value, rising.
| nr | compound | HePTP inh | BAP1 inh |
| --- | --- | --- | --- |
| 43 | COc1cc(C2/C(=C(\O)c3ccccc3)C(=O)C(=O)N2CCCCCC(=O)O)ccc1O (stereo not drawn) | -8 | / |
| 41 | O=C(O)CSCc1cccc([N+](=O)[O-])c1 | -1 | / |
| 44 | CCn1c(SCC(=O)c2c[nH]c3ccccc23)nnc1-c1cccs1 | 1 | 149 |
| 46 | CCN(CC(=O)Nc1cccc(OC)c1)C(=O)C1CCN(C(=O)Nc2ccccc2)CC1 | 2 | 108 |
| 47 | Cc1ccc2[nH]c(=O)c(-c3nc4cc(C)ccn4c3NCc3ccco3)cc2c1 | 4 | 80 |
| 48 | CC(C)COc1ccc(-c2nnc(-c3ccco3)o2)cc1 | 5 | 89 |

Next section
item	HePTP inh	BAP1 inh	Compound
49	2	94	CC1CC(=O)Nc2ccccc2S1(=O)=O (stereo not drawn)
50	1	111	COc1ccc(NC(=O)c2nnn(Cc3cccc(F)c3)c2N)c(OC)c1
51	0	90	COc1ccc(C2C(C(=O)c3sc(C)nc3C)=C(O)C(=O)N2CCN(C)C)cc1OC (stereo not drawn)
52	11	109	O=C(CCCCCN1C(=O)c2ccccc2C1=O)NC1CCCC1
53	6	131	OCCN(Cc1ccccc1)Cc1cccc(F)c1
54	1	/	O=C(O)C1C(C(=O)Nc2ccc(Br)cc2)C2C=CC1C21CC1 (stereo not drawn)
55	10	79	O=C(O)c1cccc(NC(=O)C2CC(=O)N(Cc3ccccc3)C2)c1 (stereo not drawn)
56	17	/	COc1ccc(/C=c2/sc3nc(-c4ccc(C(C)(C)C)cc4)nn3c2=O)cc1
57	-10	/	COC(C)(C)c1cc(-c2cccc3ccccc23)nc(N)n1
58	-8	/	COC(=O)c1sccc1NC(=O)c1sc2ccccc2c1Cl
59	/	116	CCNC(=O)/N=C1/NC(=O)C(C(C)C)O1 (stereo not drawn)
60	5	103	COc1ccc(CC(=O)N2CCN=C2SC)cc1
61	6	64	O=C(C1CCCN(c2ncccn2)C1)N1CCc2ccccc21 (stereo not drawn)
62	-11	/	Cc1ccc(N(Cc2ccc(C(=O)NCc3ccco3)cc2)S(C)(=O)=O)cc1C
63	6	153	N#CCCn1cnc2c(=S)nc[nH]c21
64	-4	127	Cc1nc2nc(Cc3ccccc3)nn2c(C)c1Cl
65	/	62	COc1ccc(NS(=O)(=O)c2cc(C(=O)Nc3ccc(Br)cc3)ccc2Br)cc1
66	0	86	Cc1cc(C(F)(F)F)nn1CC(=O)N1CCCCC1C (stereo not drawn)
67	10	/	O=[N+]([O-])c1ccc(-n2cccn2)c(-c2nn[nH]n2)c1
68	10	77	CCC(=O)OC1=C2C(=Nc3c(c(=O)n(C)c(=O)n3C)C2c2ccccc2)c2ccccc21 (stereo not drawn)
69	2	103	CCOc1ccc(OCC)c(NC(=O)C2CCN(S(=O)(=O)c3cccc4nonc34)CC2)c1
70	5	140	COc1ccccc1NC(=O)C1=C(C)Nc2nnnn2C1c1ccccc1OC (stereo not drawn)
71	2	/	O=C(CCNc1ccc(-c2ccccc2)cc1)c1cccs1
72	4	125	COCCN1CC(=O)N(c2cccc(C)c2C)C(c2ccc(Cl)cc2)C1=O (stereo not drawn)
73	-4	85	CC1CCN(C(=O)Cn2c(=O)n(Cc3ccc4c(c3)OCO4)c(=O)c3ccccc32)CC1
74	-3	89	O=S(=O)(NCCc1ccc2c(c1)OCCO2)c1cccs1
75	-2	/	Cc1cc([N+](=O)[O-])ccc1-c1ccc(C(=O)Nc2ccc3c(c2)oc2ccccc23)o1
76	-4	/	O=C1CC(C2CCCO2)C(=O)N1c1ccc(Cl)c(Cl)c1 (stereo not drawn)
77	14	/	CCOC(=O)c1c(NC(C)=O)sc2c1CCN(CCc1ccccc1)C2
78	10	98	COc1cccc(C2CC(c3ccccc3)n3ncnc3N2)c1 (stereo not drawn)
79	/	60	CCc1ccc(C(=O)CSC2=NCCS2)cc1
80	-15	92	CC(C)(C)C(=O)CNS(=O)(=O)c1ccc(S(=O)(=O)NC2CCCC2)cc1
81	-4	102	COc1ccc(-c2cn3c(C)c(C(=O)NC(C)(C)C)sc3n2)cc1
82	13	93	CCOCCCNC(=O)C1CCCN1C(=O)NC1CCCCC1 (stereo not drawn)
83	3	77	O=C(Cn1cc(C(=O)c2cccs2)c2ccccc21)NCc1cccs1
84	9	/	CCN(CC)S(=O)(=O)c1cc(C(=O)Nc2cccc(O)c2)ccc1Cl
85	9	101	Cc1nc2ccccc2n1CC(=O)OCC(=O)Nc1ccc2c(c1)OCCO2
86	-13	/	CC(C)c1ccc(C=NCCCO)cc1
87	8	90	CC1CCN(CC(C)OC(=O)c2ccc3c(c2)OCCO3)CC1 (stereo not drawn)
88	6	88	O=C(NCCN1CCOCC1)c1cccc(S(=O)(=O)N2CCCCCC2)c1
89	12	/	c1ccc(-c2noc(C(c3ccccc3)c3ccccc3)n2)cc1
90	6	136	Clc1ccc(Cn2ncc3c(N4CCCC4)ncnc32)cc1
91	14	/	Cc1ccc(N(Cc2ccc(C(=O)N3CCCCC3)cc2)S(C)(=O)=O)cc1C
92	6	/	CCc1c(C)c2ccc(OCC(C)=O)c(C)c2oc1=O
93	3	125	CCOC(=O)c1c(C)[nH]c(C(=O)Cn2nnc(-c3ccccc3)n2)c1C
94	74*	93	CCOc1ccccc1NC(=O)c1c(NC(=O)c2cccs2)sc2c1CCC(C)C2 (stereo not drawn)
95	-10	/	CCOC(=O)c1c(NC(=O)CNC(C)C)sc2c1CCC2
96	-5	/	O=C(NC(=S)Nc1ccccc1O)c1ccccc1
97	0	81	Cn1c(NC(=O)c2cccs2)c(-c2cccs2)c(=O)c2ccccc21
98	-13	/	Cc1cc([N+](=O)[O-])ccc1-c1ccc(C(=O)Nc2ccc(Cl)cc2)o1
99	5	/	CN1CCN(CCOCCOc2ccccc2Br)CC1
100	5	92	CCCCC(CC)CNC(=O)c1cccs1 (stereo not drawn)
101	1	110	CC(C)C(=O)N(Cc1ccc2c(c1)OCO2)Cc1ccccn1
102	/	119	COc1ccc([N+](=O)[O-])cc1NC(=O)c1ccccc1Cl
103	3&-6	94	O=C1CC(N2CCN(c3ccccc3)CC2)C(=O)N1CCc1ccccc1 (stereo not drawn)
104	2	/	O=C1c2ccccc2C(=O)N1CSc1nc(-c2ccccc2)cc(-c2ccccc2)n1

(cont.)
item	HePTP inh	BAP1 inh	Compound
105	76*	/	CCCC1=NN2C(=N)/C(=C/c3ccc(-c4ccc([N+](=O)[O-])cc4Br)o3)C(=O)N=C2S1
106	-1	/	Cc1cc2c(cc1C)NC(CC(=O)Nc1ccc(F)cc1)C(=O)N2 (stereo not drawn)
107	10	94	Cc1ccc(OCCCn2c(CO)nc3ccccc32)cc1
108	-8	/	O=c1oc2ccccc2c2c1nnn2CCN1CCCCC1
109	7	/	CCc1cccc(CC)c1NC(=O)c1cccnc1
110	8	/	Cc1ccc(C(=O)N2CCN(c3ccc(Cl)cc3[N+](=O)[O-])CC2)cc1
